# ERK EGF inh = blocks ERK signaling stimulated by EGF. HEK293-V1b, EGF-stimulated phospho-ERK AlphaScreen. Potency, µM (titrated, usually from 11.5 µM), for the others: top-dose activity change, negative = inhibition, most hits filed as inhibitors. 130,000 tested, 0.41% active; active = well fitted inhibition curve with a large enough effect; inconclusive = small, poorly fitted or top-dose-only effect, or effect the other way;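 also: plate controls were stimulated vehicle wells for no effect and unstimulated vehicle basal for full effect; nearly all actives have a fitted effect of over 55% in size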
#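 Compounds are titrated over HEK293-V1b cells kept overnight in 1% FBS. After 30 min at 37C, EGF (25 nM final) triggers ERK phosphorylation for 5 min, measured by AlphaScreen in lysates.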
# An asterisk follows results filed as active; ? = inconclusive; [ ] = remark or other dose. Potency is read from the fitted curve at half-maximal effect.
# Preview (4 entries):
Structure	ERK EGF inh
O=C(Nc1cccc(/C=C/c2nc3ccccc3c(=O)[nH]2)c1)c1ccccc1Cl	0.2%[57.5 µM]
O=C(NCCCn1ccnc1)c1cccc(S(=O)(=O)NCc2ccccc2)c1	6.8%
CCCCC(CCC(=O)Nc1ccc(C(=O)OCC)cc1)C(=O)O (stereo not drawn)	-4.9%
CCOC(=O)c1sc(NNC(=O)c2ccc(C)cc2)nc1C	-0.1%[57.5 µM]

# The list itself, from the first entry:
Structure	ERK EGF inh
O=C(Nc1cccc(/C=C/c2nc3ccccc3c(=O)[nH]2)c1)c1ccccc1Cl	0.2%[57.5 µM]
O=C(NCCCn1ccnc1)c1cccc(S(=O)(=O)NCc2ccccc2)c1	6.8%
CCCCC(CCC(=O)Nc1ccc(C(=O)OCC)cc1)C(=O)O (stereo not drawn)	-4.9%
CCOC(=O)c1sc(NNC(=O)c2ccc(C)cc2)nc1C	-0.1%[57.5 µM]
COc1cccc(NC(=S)N(CCN(C)C)C(C)c2ccco2)c1 (stereo not drawn)	6.0%
O=C(c1ccc([N+](=O)[O-])cc1)N1CCN(C(=O)c2cccs2)CC1	0.8%
O=C(N/N=C\c1ccccc1O)c1ccccc1O	7.3%
O=C(N/N=C/c1ccco1)C1COc2ccccc2O1 (stereo not drawn)	-2.2%

# New compounds follow
Structure	ERK EGF inh
CC(C)CC(COCc1ccc(Cl)cc1)N1CCN(C(=O)c2cccc(C(F)(F)F)c2)CCC1=O (stereo not drawn)	-1.7%
CC(C)c1ccc(N(CC(=O)NCc2ccc(F)cc2)C(=O)c2csnn2)cc1	-11.9%
COc1ccc(OC)c(-c2cc(C(=O)NCc3cccs3)no2)c1	9.6%
CCOC(=O)NN1C(=O)c2ccccc2NC1c1ccc(N(C)C)cc1 (stereo not drawn)	-1.8%
COc1cc(C(=O)c2cocc2C(=O)c2ccc3c(c2)OCO3)cc(OC)c1OC	-17.2%[57.5 µM]
Cc1cc(Oc2cnn(C(C)(C)C)c(=O)c2Cl)cc(C(C)C)c1	4.0%
CC(=O)N1N=C(c2ccc(Br)cc2)OC1(C)CC(=O)Nc1ccccc1 (stereo not drawn)	-8.2%
O=S(=O)(c1ccc(F)cc1)N1CCCN(c2nccc(C(F)(F)F)n2)CC1	0.6%[57.5 µM]

# Additional structures
Structure	ERK EGF inh
COc1cccc(CC2(CO)CCCN(Cc3cn[nH]c3-c3ccc(F)cc3)C2)c1 (stereo not drawn)	-5.1%[57.5 µM]
CC1SC(c2ccc(Cl)cc2)NC1=O (stereo not drawn)	-0.1%
C[C@@H](NC(=O)OC(C)(C)C)c1nnc(S(=O)(=O)Cc2ccccc2)o1	17.3%[57.5 µM]
O=C(c1ccc(NC(=S)NCc2ccco2)cc1)N1CCCCC1	1.7%
CCN(C(=O)CSc1nnc(Cn2nnc3ccccc32)o1)c1nc(C)cs1	6.7%
Cc1ccccc1Nc1nc(N)nc(COC(=O)c2cccc(S(=O)(=O)NCc3ccccc3)c2)n1	-4.8%
Cc1ccc(C(=O)c2ccccc2C(=O)OCC(=O)NC(C)(C)C)cc1	28.5%
CC1(C)Cc2noc(N)c2C(C)(C)N1OC(=O)c1ccco1	5.2%

# Continuation:
Structure	ERK EGF inh
Cn1cccc1CNC(=S)Nc1cc(F)cc(F)c1	-6.4%
COc1cc(C2=Nc3ccc(Br)cc3C(c3ccccc3)N2CC(=O)NN)cc(OC)c1OC (stereo not drawn)	-9.0%[57.5 µM]
CN(CC(=O)Nc1ccc(N2CCOCC2)cc1)CC(=O)Nc1ccccc1[N+](=O)[O-]	1.5%
CCNc1ccc(S(=O)(=O)N(C)C)cc1NCC(=O)Nc1c(F)cccc1F	-4.0%
CNc1nc(-c2ccc(N(C)C)cc2)nc2ccccc12	29.9%
COc1cc(C(=S)NCc2ccccc2)cc(Br)c1O	1.2%
CCOc1ccc2nc(NC(=O)C3CCCO3)sc2c1 (stereo not drawn)	7.0%
Cc1ccc(OCCC(=O)Nc2ccc(F)c(Cl)c2)cc1	-7.4%

# Next records follow:
Structure	ERK EGF inh
COc1ccc(OC)c(NC(=S)NCc2cccs2)c1	2.0%
O=C1NC(=O)C(CC(=O)N(Cc2cccs2)C2(C(=O)NC3CCCC3)CCCCC2)N1 (stereo not drawn)	3.1%
Cc1c(C(=O)NNc2c(Cl)cccc2Cl)n(C)oc1=O	-5.3%[57.5 µM]
O=C1C(Cc2ccc(Br)cc2)SC(=Nc2ccccc2)N1c1ccccc1 (stereo not drawn)	3.2%
CCc1ccc(NC(=O)CO/N=C(\C)c2cc3ccccc3o2)cc1	-3.2%
COc1ccc(C(=O)Nc2cccc(-c3ccc4nncn4n3)c2)cc1	-0.6%
CCN1CCN(CC(=O)Nc2ccc3c(c2)OCO3)C(=O)C1=O	7.1%
CCCCNCc1cc(OC)c(OCC(N)=O)cc1Br	4.6%

# (next part)
Structure	ERK EGF inh
Cc1ccc([N+](=O)[O-])cc1S(=O)(=O)n1ccnc1C	0.8%
Cc1ccc(OCCCn2c(=O)oc3ccccc32)cc1	0.3%
Cn1c(=O)c2c(ncn2CC(=O)OCC(=O)Nc2cc(Cl)ccc2Cl)n(C)c1=O	2.5%
C=C(C)Cn1c(CCCNC(=O)C(C)(C)C)nc2ccccc21	-3.1%
O=C1N(Cc2cccc(Cl)c2)C[C@@H]2C[C@@H](c3cccn3-c3ccccn3)N3CCC[C@@]123	-3.7%
CN(Cc1nc2ccc(F)cc2[nH]1)Cc1nc(CC2CC2)no1	-8.6%
CSC1=NCCN1C(=O)c1ccc(C)cc1	-3.0%
COc1cccc(CN2CCN(Cc3cc4ccccc4[nH]3)CC2CCO)c1 (stereo not drawn)	-2.2%[57.5 µM]

# Next part
Structure	ERK EGF inh
Cc1cccc(C)c1NC(=O)C[N+](C)(C)CC(O)COc1cccc2ccccc12 (stereo not drawn)	-18.0%
COc1ccccc1-c1nnc(NC(=O)C2=COCCO2)o1	7.3%
COc1ccc(Nc2nnc(SCC(=O)N3CC(=O)Nc4ccccc43)s2)cc1	-12.5%[57.5 µM]
Cc1cc(C2=NNC(=NC3CC3)SC2)c(C)n1-c1ccccc1F	-1.7%
O=P(c1ccccc1)(c1ccccc1)c1nc(-c2ccc(Cl)cc2)oc1N1CCOCC1	?
COc1cc(-c2cc(=O)c3ccccc3o2)ccc1O	?
O=C(Nc1cccc(NC(=O)c2ccco2)c1)c1cnccn1	-0.3%
Cc1cc2[nH]c3c(c[n+](C)c4ccccc34)c2cc1C	4.8%

# Next part
Structure	ERK EGF inh
Cc1ccc(OC(=O)c2c(C)nn(-c3ccccc3)c2C)cc1	-0.7%[57.5 µM]
C#CC(CC)(CC)NC(=S)Nc1cccc(C(C)=O)c1	-26.8%
C=CCON1C(=O)C(=O)N(OCC=C)[C@H]2CCCC[C@H]21	0.5%[57.5 µM]
OCCN1CCN(C(=S)c2ccc(-c3ccccc3)cc2)CC1	-8.9%[57.5 µM]
CC(OC(=O)C1CCCCC1)C(=O)Nc1cccc(Cl)c1 (stereo not drawn)	-5.1%
Cc1nn(Cc2ccccc2)c2c1C(c1ccc(Cl)cc1)C(C#N)=C(N)O2 (stereo not drawn)	3.4%
O=C(Nc1nc(-c2cc(F)ccc2F)cs1)C1=NN(c2ccccc2)C(=O)CC1	1.5%
CCOC(=O)N1CCN(C(=O)Nc2cccc3ccccc23)CC1	-11.1%

# (list continues)
Structure	ERK EGF inh
C[C@H]1[C@H](NC(=O)/C(=N/OC(C)(C)C(=O)O)c2csc(N)n2)C(=O)N1S(=O)(=O)O (stereo in doubt)	5.0%[25.7 µM]
COc1ccc(CCNC(=O)C2CC(=O)N(c3ccc(C(C)(C)C)cc3)C2)cc1OC (stereo not drawn)	-6.5%
Cc1ccccc1N1C(S)=C(C#N)C(=O)NC1c1ccco1 (stereo not drawn)	-0.5%
Clc1cccc(NCc2nnc(SCc3ccc(Cl)cc3Cl)o2)c1	7.1%
Fc1ccc(CSc2ccc3nnc(-c4ccccn4)n3n2)cc1	19.2%
COC(=O)CN1C(=S)N(c2ccc(OC)cc2)C(=O)C1CC(=O)Nc1ccc(F)cc1 (stereo not drawn)	-1.9%
COC(=O)c1ccc(N)c(N=CC2=C(O)CC(C)(C)CC2=O)c1	2.7%
CCOC(=O)CC(=O)CSc1nc2c(c(-c3cccs3)c1C#N)CCC2	5.2%

# Next entries follow.
Structure	ERK EGF inh
CC(=O)CC(=O)[C@@]1(O)CC[C@@H]2[C@@H]3C=C(C)C4=CC(=O)CC[C@@H]4[C@H]3CC[C@]21C	-2.8%[25.7 µM]
CCN(CC)CCn1nc2c3c(cccc3c1=O)-c1ccccc1-2	-3.2%
CCOC(=O)c1c(C)[nH]c(C)c1C(=O)COC(=O)c1cc(OC)c(OC)cc1OC	-8.6%
CCC(C)/C(C)=N/NC(=O)c1cn(-c2ccccc2)nc1-c1ccccc1 (stereo not drawn)	2.6%
Cc1ccc(NC(=O)CN(C)C(=O)CSc2nnc(C(F)(F)F)n2C)cc1	-3.9%[57.5 µM]
COc1ccc(/C=N/n2c(-c3ccco3)nc3ccccc3c2=O)cc1	-0.3%
CC(C)CC(=O)NC(=S)N1CCN(c2ccc([N+](=O)[O-])cc2Cl)CC1	-4.2%
NCCCC[C@@H]1NC(=O)c2cc([N+](=O)[O-])cc(I)c2SC[C@@H](C(N)=O)NC(=O)[C@H](Cc2ccc(O)cc2)NC1=O	-0.2%

# Other records follow.
Structure	ERK EGF inh
Cc1ccc(-c2csc(NC(=O)/C=C/c3cccs3)n2)cc1C	-3.8%
O=C(CN(C(=O)c1csnn1)c1cccc2ccccc12)NC1CCCC1	-5.7%
O=C1c2nc3cc(-c4ccccc4)[nH]n3c(=O)c2CN1Cc1ccccc1	-7.2%[57.5 µM]
O=C(Nc1cc(NC(=O)c2ccccc2)c(C(=O)O)cc1C(=O)O)c1ccccc1	0.5%
CCOP(=O)(OCC)c1nc(Cc2ccccc2)oc1NCc1ccccc1	-1.3%[57.5 µM]
COc1ccc(CCNC(=O)c2ccc(N(C)S(=O)(=O)c3ccccc3)cc2)cc1	-6.0%[57.5 µM]
COc1cc(OC)cc(C(=O)OCC(=O)Nc2ccc(F)cc2F)c1	-6.3%
CCCCN(CC(=O)NCc1ccc(F)cc1)C(=O)c1ccco1	-8.3%

# 2 of the compounds above, as labelled records:
> COc1ccc(CCNC(=O)c2ccc(N(C)S(=O)(=O)c3ccccc3)cc2)cc1
  ERK EGF inh: -6.0%[57.5 µM]

> COc1cccc(CC2(CO)CCCN(Cc3cn[nH]c3-c3ccc(F)cc3)C2)c1 (stereo not drawn)
  ERK EGF inh: -5.1%[57.5 µM]

# Going on with the list:
Structure	ERK EGF inh
O=C(NC(CO)Cc1ccccc1)c1ccccc1 (stereo not drawn)	-13.8%
O=C(O)CC1CCCC(c2ccccc2)C1=O (stereo not drawn)	11.8%
COc1ccc(CC(=O)NCc2nnc(SCC(=O)Nc3ccc(OC)cc3)n2C)cc1	2.8%
CCOC(=O)c1sc(NC(=O)COC(=O)CNC(=O)c2ccco2)c(C(=O)OCC)c1C	13.9%
O=C(CN1C(=O)CC(c2ccccc2)=Nc2ccccc21)NCc1ccccc1	3.7%
Cc1cccc(NC(=O)c2cnn(-c3ccc(F)cc3)c2C2CCNCC2)c1C	-12.6%
Cn1nc(C(F)(F)F)c(-c2ccc(Br)cc2)c1NC(=O)C1CCC1C(=O)O (stereo not drawn)	0.2%[57.5 µM]
Cc1cc(C)c2ccc3c(C)c(C)nc3c2[nH]1	32.9%

# (list continues)
Structure	ERK EGF inh
Nc1ccccc1NC1=CC(=O)CC(c2ccccc2)C1 (stereo not drawn)	-0.7%
COc1cc(/C=C/C(=O)Nc2cc(S(=O)(=O)N3CCOCC3)ccc2N2CCCC2)cc(OC)c1OC	3.5%
NC(=O)C1CCN(C(=O)c2ccc3nc(N4CCCCC4)sc3c2)CC1	?
COc1cccc(OC)c1C(=O)O/N=C(\N)c1ccncc1	-10.7%[57.5 µM]
CCN(CC)CCCNc1nc(-n2nc(C)cc2C)nc2sc3c(c12)CC(C)(C)OC3	1.6%[57.5 µM]
C=CCn1c(=NC(=O)c2cc(Cl)sc2Cl)sc2cc(S(N)(=O)=O)ccc21	2.1%
COc1ccc(NC(=O)CC2C(=O)N(C)C(=S)N2Cc2ccc3c(c2)OCO3)cc1 (stereo not drawn)	-4.1%
O=C(NCc1ccc2c(c1)OCO2)c1nnc(Cc2ccc(F)cc2)o1	-6.1%

# Reprinted at random: two records from the list
Structure	ERK EGF inh
COc1ccc(NC(=O)CC2C(=O)N(C)C(=S)N2Cc2ccc3c(c2)OCO3)cc1 (stereo not drawn)	-4.1%
O=C(NCc1ccc2c(c1)OCO2)c1nnc(Cc2ccc(F)cc2)o1	-6.1%

# Following part:
Structure	ERK EGF inh
CC(C)N(C(=O)c1ccc(-c2ccccc2F)cc1)C(C)C	-0.6%[57.5 µM]
CN1CCNC(=O)C1CC(=O)NCCc1ccccc1F (stereo not drawn)	-17.1%
CC1CN(CC(O)COC(c2ccc(Cl)cc2)c2ccc(Cl)cc2)CC(C)O1 (stereo not drawn)	3.2%
COCc1cc(C)nc2oc(C(=O)c3ccccc3)c(N)c12	-14.2%
CCn1ncc(CNC(=O)CCCSc2nc(-c3ccco3)cc(C(F)(F)F)n2)c1C	-12.8%
N#Cc1ccsc1NC(=O)CCc1ccccc1	-3.9%
NC(=O)C1CCN(C(=O)c2cc(S(=O)(=O)N3CCOCC3)ccc2Cl)CC1	-2.9%
c1csc(-c2noc(CN3CCOCC3)n2)c1	-9.1%[57.5 µM]

# (more compounds)
Structure	ERK EGF inh
CCc1cccc(NC(=O)C2CCCN2S(=O)(=O)c2ccc3c(c2)n(C)c(=O)c(=O)n3C)c1 (stereo not drawn)	13.4%[57.5 µM]
O=C(N1CCCC1)C12CC3CC(CC(C3)C1)C2	7.3%
O=C(O)CCCCCn1c(SCC(=O)c2ccc(O)c(O)c2)nc2ccsc2c1=O	-6.7%
O=C(C1=C[C@@H](C2CC2)C[C@@H](OCc2ccc(CO)cc2)O1)N1CCOCC1	-12.0%[57.5 µM]

# A portion of the library; count on the stated rates, not on these rows.
